CaV13 ICDI inh: Disruptors of the CACNA1D IQ motif to Ca2+-dependent inactivation inhibitor domain association, primary screening, Förster resonance energy transfer in intact living …; inhibition, % at 12.3 µM; 340,000 tested, 0.098% active; HEK cells, CFP/YFP FRET ICDI-IQ, plate reader, 10 min; percent FRET-ratio fall versus neutral wells; AID 743397;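 active = mean replicate inhibition of at least 30% and at least 1% of replicates passing that level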;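 note: 0% = median of the neutral control wells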
PDI turbidity: inhibitors of human PDI, primary screen, biochemical, turbidity, single point, plate reader; 350,000 tested, 0.052% active; PDI insulin aggregation turbidity, A650, 90 min; inhibition, % at 10 µM; Protein disulfide-isomerase (Homo sapiens), P07237;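 active = mean inhibition across replicates of 30% or more, whatever share of single replicates reach that level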;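 note: absorbance from insulin aggregation driven by PDI reduction with DTT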
Target sequence (P07237 whole entry, looked up): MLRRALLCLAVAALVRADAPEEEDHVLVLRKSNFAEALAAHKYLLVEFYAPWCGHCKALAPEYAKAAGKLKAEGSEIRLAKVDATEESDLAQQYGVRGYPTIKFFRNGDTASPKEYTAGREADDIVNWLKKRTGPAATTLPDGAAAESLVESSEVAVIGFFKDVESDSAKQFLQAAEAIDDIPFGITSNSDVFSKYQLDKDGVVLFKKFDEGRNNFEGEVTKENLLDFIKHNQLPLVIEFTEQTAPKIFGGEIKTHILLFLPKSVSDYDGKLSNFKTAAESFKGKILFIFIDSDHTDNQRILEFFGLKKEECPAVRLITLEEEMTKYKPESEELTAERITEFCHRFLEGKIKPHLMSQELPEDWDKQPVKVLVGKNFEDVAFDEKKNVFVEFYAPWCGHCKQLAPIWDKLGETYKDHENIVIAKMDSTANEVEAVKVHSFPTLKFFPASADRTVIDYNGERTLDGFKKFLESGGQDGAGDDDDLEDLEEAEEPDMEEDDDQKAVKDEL
Shn3 inh set2: reduction of Shn3 3'UTR firefly luciferase signal, primary screen, Schnurri-3 inhibitor project, cell-based, Clone20 osteoblasts, set 2 | Clone20 osteoblast Shn3 3'UTR firefly luciferase, 24 h | inhibition, % at 12.5 µM | 360,000 tested, 0.52% active | AID 588674, 2011;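 active = mean inhibition of at least 75% with every replicate also reaching 75%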;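 note: 0% = median of neutral control wells and 100% = pilot-screen positive control compound; some compounds past the cut are filed as inactive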
Peg3 prom inh: Peg3 promoter-driven luciferase inhibitors, primary screen, cell-based, HeLa, luciferase luminescence; HeLa PEG-Prom luciferase reporter, overnight; inhibition, % at 20 µM; 360,000 tested, 1.7% active; AID 588405, 2011;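 active = inhibition of at least 50% at 20 µM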
TRPM1 prom inh: inhibitors of MITF-dependent TRPM1 promoter reporter, primary screen, cell-based, SK-MEL-5, single point, luciferase | SK-MEL-5 TRPM1 promoter luciferase, 24 h | inhibition, % at 12.5 µM | 330,000 tested, 0.83% active | AID 488899, 2010;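 active = mean inhibition across replicates of 60% or more, whatever share of single replicates reaches that level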; note: values of inactives mirror those of a sister screen read the other way
hiPSC survival: enhancers of single-cell hiPSC survival, primary screen, ATPlite luminescence | 100% = ROCK inhibitor wells, 0% = DMSO | survival enhancement, % at 20 µM | 360,000 tested, 0.044% active | AID 602274, 2012; in the data active = survival enhancement above about 18%;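 note: cells exposed to compounds for 16 hours before the ATP read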
HTR2A ag: mouse Htr2a agonists via beta-arrestin recruitment, primary screen, cell-based, luminescence | 5-hydroxytryptamine receptor 2A (Mus musculus), P35363 | CHO-K1 mHTR2A beta-arrestin complementation; percent of 30 µM serotonin response | activation, % at 7.6 µM | 360,000 tested, 0.66% active;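 active = activation above a run cutoff, the mean activation of all tested compounds plus 3 SD, cut at about 14% in these data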;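 note: 0% = plate median of compound wells and 100% = 30 µM serotonin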
Target sequence (P35363 whole entry, looked up): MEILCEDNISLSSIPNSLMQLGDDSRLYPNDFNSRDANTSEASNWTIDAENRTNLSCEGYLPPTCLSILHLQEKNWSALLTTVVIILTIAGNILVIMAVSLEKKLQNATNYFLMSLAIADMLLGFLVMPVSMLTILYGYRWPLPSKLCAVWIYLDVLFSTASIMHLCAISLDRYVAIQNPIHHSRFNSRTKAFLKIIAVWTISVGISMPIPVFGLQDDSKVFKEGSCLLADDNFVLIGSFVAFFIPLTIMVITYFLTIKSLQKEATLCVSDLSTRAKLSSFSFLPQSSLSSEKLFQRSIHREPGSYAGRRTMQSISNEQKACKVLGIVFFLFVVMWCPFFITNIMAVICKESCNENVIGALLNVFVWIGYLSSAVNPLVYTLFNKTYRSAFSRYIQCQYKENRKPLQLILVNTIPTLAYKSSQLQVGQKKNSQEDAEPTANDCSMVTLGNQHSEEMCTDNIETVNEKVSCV
NR2E3 ag-1: inhibitors of NR2E3-RetCOR corepressor binding, primary screen, NR2E3 agonist project, biochemical, TR-FRET, GST-NR2E3, biotin-RetCOR; Photoreceptor-specific nuclear receptor (Homo sapiens), Q9Y5X4; 1536-well; inhibition of corepressor binding, % at 4.78 µM; 320,000 tested, 0.12% active; AID 2300, 2010;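 active = percent inhibition above the cutoff of mean plus 3 SD of all tested compounds, set per screening campaign, cut at about 20% in these data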;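 note: 0% = DMSO wells and 100% = biotin wells as full block of FRET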
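System: GST-tagged NR2E3 plus biotinylated RetCOR corepressor; Amount: 1.35 nM GST-tagged NR2E3 final; Dosing: single nominal compound dose of 4.8 µM; Schedule: 5 h incubation at 4 °C; Technique: TR-FRET with europium anti-GST and streptavidin-D2, 340 nm excitation; Controls: biotin wells as high control, 0.6% DMSO wells as low control.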
NR2E3 ag-2: NR2E3 agonists in two-hybrid cells, primary screen, cell-based, luminescence, CHO-S, Gal4-NCOR/VP16-NR2E3 | inhibition of corepressor binding, % at 3.98 µM | luciferase | AID 602229, 2012 | 360,000 tested, 0.35% active;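 active = inhibition above the mean of all tested compounds plus 3 SD, cut at about 70% in these data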;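 note: 0% = DMSO with NR2E3 transfected cells and 100% = cells lacking NR2E3 construct; higher means lower luciferase signal from less NR2E3 corepressor binding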
HIF-2a block: HIF-2a reporter inhibitors, primary screen, luminescence, 786-0 RCC cells | 786-0 RCC cells HIF-2a reporter, luciferase luminescence, overnight | inhibition, % at 18.8 µM | 360,000 tested, 0.72% active | AID 624352, 2012;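 active = inhibition of the luminescence signal of 40% or more relative to plate controls, in a single-dose primary screen at 18.75 µM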
H9c2 protect: cardioprotection against H2O2-induced cell death, primary screen, uHTS, H9c2 cells, ATPLite luminescence | H9c2 cardiomyocytes, H2O2 injury protection, 2 h | protection from H2O2 cell death, % at 20 µM | 360,000 tested, 0.63% active;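 active = compounds giving at least 50% protection of heart cells from peroxide-induced death in the single-dose screen, raw or plate-pattern-corrected value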;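 note: 0% = DMSO wells with peroxide and 100% = DMSO wells without peroxide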
Numbers without * were called inactive; . = not tested or not shown.

SMILES | CaV13 ICDI inh | PDI turbidity | Shn3 inh set2 | Peg3 prom inh | TRPM1 prom inh | hiPSC survival | HTR2A ag | NR2E3 ag-1 | NR2E3 ag-2 | HIF-2a block | H9c2 protect
CNc1ccccc1 | . | . | -4.8 | 1.8 | 5.0 | 0.6 | 5.0 | -2.3 | -14.9 | 12.7 | 2.2
CCCNC(=O)C1(C)CCN(C(=O)c2cc(C)nn2C(C)(C)C)C1 (stereo not drawn) | -4.7 | -8.0 | 10.2 | 3.0 | . | -2.2 | -5.1 | . | -21.4 | 7.4 | 2.6
Cc1ccc(C)c(NC(=O)C2CCCN2C(=O)OC(C)(C)C)c1 (stereo not drawn) | -2.5 | 4.4 | 24.9 | 3.9 | -4.7 | -2.5 | -3.6 | 0.2 | -8.5 | 9.9 | -6.4
CCN1CCCC1CNC(=O)c1cc(NC(C)=O)c(N(C)C)cc1OC (stereo not drawn) | -8.8 | -4.1 | 13.4 | 3.2 | -9.3 | -1.4 | 1.3 | -0.5 | -40.0 | 15.5 | 2.5
COc1cccc(Cn2cnc(-c3ccccc3OC)c2-c2cccnc2)c1 | -7.4 | . | . | . | . | 0.5 | 2.7 | . | -16.1 | 11.4 | .
COc1cc(NC(=O)c2cc(Br)cc(C)c2OC)ccc1NC(=O)C(C)C | -6.5 | -2.6 | 12.1 | -1.8 | -1.1 | 1.2 | 7.3 | -2.5 | -25.0 | -2.2 | -4.1
Cc1ccnc2nc(C(=O)NCc3ccccc3)nn12 | -6.2 | -4.1 | -2.2 | -2.3 | -9.3 | -0.3 | -2.7 | -1.5 | -22.0 | 2.1 | 9.0
CCCOc1ccccc1N/C(N)=N/c1nc(C)cc(C)n1 | 9.3 | -4.9 | 30.5 | 22.9 | 4.5 | 1.3 | -7.7 | 6.0 | -19.7 | 13.4 | -7.4
CCOC(=O)C1CCCN(C(=O)C2CCN(S(=O)(=O)c3ccc4ccccc4c3)CC2)C1 (stereo not drawn) | -6.1 | 1.6 | 16.4 | 15.0 | 19.0 | -0.1 | -2.4 | 2.0 | 9.7 | 11.2 | -7.9
Cc1cc(C)nc(NNS(=O)(=O)c2ccc(F)c(Cl)c2)n1 | -3.6 | -8.5 | 2.8 | 5.5 | 12.1 | -0.6 | 1.2 | 2.1 | -25.6 | 15.1 | -3.0
COc1ccc(OC)c(CC(=O)N2CCc3cc(OC)c(OC)cc3C2)c1 | -19.2 | -1.3 | -12.0 | 9.6 | 7.7 | -0.4 | 8.8 | -1.7 | -26.2 | 11.5 | -3.9
CC(C)C(NC(=O)C1CCCCC1)C(=O)NCc1ccccn1 (stereo not drawn) | . | 7.2 | -0.7 | 8.0 | 1.7 | 0.1 | -1.7 | -2.1 | 20.5 | 11.0 | 1.1
Cc1ccc(-n2nc3c(=O)n(CCCC(=O)N4CCC(C(N)=O)CC4)nc(C)c3c2C)cc1 | -3.3 | 0.3 | -0.8 | -0.1 | 7.6 | 0.2 | -7.7 | 1.0 | 2.2 | 8.8 | 2.0
Cc1ccc(S(=O)(=O)N2CCN(CC(=O)Nc3ccccc3Cl)CC2)cc1 | -6.3 | 2.0 | 13.2 | 1.1 | 9.1 | 0.8 | -3.8 | 1.5 | -22.9 | -16.2 | -1.6
Cc1ccc(S(=O)(=O)/N=C(/NC(=S)Nc2c(C)n(C)n(-c3ccccc3)c2=O)c2ccccc2)cc1 | -2.4 | -3.2 | -6.6 | 7.4 | 13.9 | 0.2 | 1.9 | -0.9 | -3.0 | 10.0 | 2.6
Cc1ccccc1-c1cc(C(=O)n2cccn2)c2cc(Cl)ccc2n1 | -2.9 | -6.5 | 46.2 | 4.6 | 14.7 | -1.4 | -1.5 | 4.1 | -2.8 | 5.8 | -4.0
CC(=O)c1cccc(N(C(=O)Cn2nnc3ccccc32)C(C(=O)NCc2ccccc2)c2ccccn2)c1 (stereo not drawn) | -4.7 | -11.2 | -5.6 | 8.2 | 0.5 | -0.4 | -1.8 | 1.9 | -1.6 | 15.2 | 2.2
COC(=O)CCC(=O)OC1(C)C(=O)C=C2C=C(C3CC3)N(CCCOC(C)C)C=C2C1=O (stereo not drawn) | . | -8.3 | 3.9 | -11.9 | 4.6 | 0.3 | 0.3 | -2.0 | -38.6 | 2.1 | -0.3
O=C(COC(=O)c1c2c(nc3ccccc13)/C(=C\c1ccco1)CC2)NC1CCCC1 | -5.5 | 2.1 | -33.5 | -23.3 | 6.6 | -0.3 | 1.2 | . | -31.2 | -51.9 | 9.7
COc1ccc2[nH]c(=O)c(C(c3nnnn3CC3CCCO3)N3CCc4ccccc4C3)cc2c1 (stereo not drawn) | -5.1 | -13.2 | -12.2 | 7.5 | 10.2 | -2.8 | 0.9 | -1.6 | 10.5 | -6.6 | 3.7
COc1ccc(C(=O)NC(=S)Nc2ccc(S(=O)(=O)Nc3cc(OC)nc(OC)n3)cc2)cc1 | -2.6 | 0.8 | 2.8 | 8.2 | -1.9 | 0.8 | -2.5 | 4.7 | 15.1 | 12.1 | -3.9
C=CCN(c1ccccc1)S(=O)(=O)c1cccc(C(=O)Nc2nc3ccccc3[nH]2)c1 | -6.0 | -4.7 | 80.2 | 10.1 | 4.2 | -1.3 | -0.1 | 5.9 | 9.4 | 5.6 | -8.1
CN1Cc2c(N3CCOCC3)nc3sc(C(=O)c4ccc(Br)cc4)c(N)c3c2CC1(C)C | -28.7 | -8.5 | . | 80.0* | . | -0.2 | -4.7 | -2.4 | -3.6 | -7.0 | -2.8
CC1COc2ccccc2N1C(=O)c1ccc(Cl)nc1 (stereo not drawn) | -4.5 | 5.8 | 8.5 | 0.1 | 15.9 | -1.3 | 0.0 | -1.9 | 5.4 | 8.3 | 0.0
CCNC(=O)C1CCCN(C(=O)c2cc(OC)c(OC)c(OC)c2)CC1 (stereo not drawn) | -5.4 | 3.4 | -3.8 | -5.7 | . | 0.1 | -2.8 | . | -6.3 | 6.1 | -4.9
Continuation:
SMILES | CaV13 ICDI inh | PDI turbidity | Shn3 inh set2 | Peg3 prom inh | TRPM1 prom inh | hiPSC survival | HTR2A ag | NR2E3 ag-1 | NR2E3 ag-2 | HIF-2a block | H9c2 protect
COc1ccccc1N1C(=O)C2C3C=CC(C3)C2C1=O (stereo not drawn) | -4.6 | 4.7 | -5.8 | 6.1 | 7.4 | 0.9 | -0.1 | -0.7 | -10.0 | 2.3 | 1.4
C/C(N)=C(/C#N)C(=O)COc1ncnc2ccc(Br)cc12 | -3.8 | -0.3 | -12.1 | 18.9 | 3.9 | -3.3 | 3.5 | 2.0 | -10.3 | 9.1 | 4.2
CCNC(=O)NCCNC(=O)c1cc(OCC(F)(F)F)ccc1OCC(F)(F)F | -6.3 | 0.6 | -14.7 | 9.8 | 7.9 | 0.9 | -2.2 | -2.7 | 8.5 | 14.4 | -1.3
COCc1cc(=O)[nH]c(/N=C(\N)Nc2cccc(Cl)c2)n1 | -4.1 | -15.4 | -5.2 | 27.5 | 8.7 | 0.3 | 2.6 | -0.2 | -1.0 | 8.8 | 2.1
CCc1ccccc1NC(=O)CN(C)C(=O)c1cc(C2CC2)nn1-c1ccccc1 | -2.1 | 2.4 | -7.9 | 15.4 | 11.2 | -2.3 | 4.9 | 3.7 | 12.7 | 7.3 | 2.9
CC[C@H](C)[C@H]1CNC(=S)N1CC1CCN(CCC(C)C)CC1 | -2.6 | -5.4 | 8.6 | 2.3 | . | 0.7 | -0.8 | . | -7.4 | 13.4 | 12.1
O=S(=O)(O)c1ccc(N2N=C(c3ccccc3)CC2c2ccccc2)cc1 (stereo not drawn) | 15.3 | -1.1 | 6.8 | 2.8 | 0.4 | -3.2 | 1.8 | 2.8 | -27.5 | -13.7 | 8.7
CSc1nc(NCC(C)C)nc(N2CCOCC2)n1 | -3.0 | -0.9 | 10.4 | 11.1 | -2.4 | 0.3 | -3.8 | -0.6 | 15.1 | 15.4 | -3.3
Cc1ccc(C(=O)Nc2cccnc2)cc1S(=O)(=O)N1CCCCCC1 | -5.5 | 0.0 | -4.6 | -25.9 | 4.0 | -0.1 | 1.6 | 2.0 | -1.2 | -67.6 | -2.0
Cc1ccc(C(=O)CSc2nc3cc(S(=O)(=O)N4CCOCC4)ccc3o2)cc1 | -4.4 | -13.0 | -0.2 | 22.2 | 2.2 | -1.6 | 7.2 | -1.9 | 23.5 | 9.1 | -11.5
COC(=O)C1=CN(Cc2ccc(OC)cc2)C=C(C(=O)OC)C1c1cccs1 | -3.0 | -13.3 | 0.3 | 5.0 | -2.3 | 1.1 | -8.1 | 0.7 | -26.3 | -2.0 | -0.3
CC(=O)Nc1ccc(NC2=Nc3ccccc3N3C2=Nc2c(c(C)nn2-c2ccccc2)C3c2ccccc2)cc1 (stereo not drawn) | -6.9 | -7.6 | 13.5 | 89.9* | 78.6* | -0.7 | 14.0 | -1.1 | -2.0 | -11.8 | -20.0
CCCCn1c(=O)cc(O)c2ccccc21 | -5.0 | -5.8 | 5.7 | 1.5 | -0.6 | 6.2 | 6.1 | -2.7 | -19.6 | 11.3 | 2.2
COc1ccc(C(=O)O/N=C(\N)c2ccccn2)cc1 | -4.5 | 3.1 | 61.6 | 98.8* | 80.5* | -0.2 | -0.7 | -2.2 | -82.8 | 16.7 | -18.7
CC(C)(C)c1ccccc1OCC(=O)Nc1ncn[nH]1 | . | 0.4 | 1.3 | 19.6 | -3.6 | -2.3 | -7.5 | 3.2 | 8.8 | 17.3 | -8.2

Peg3 prom inh, entries above that show a hit.
canonical_smiles | CaV13 ICDI inh | PDI turbidity | Shn3 inh set2 | Peg3 prom inh | TRPM1 prom inh | HTR2A ag | NR2E3 ag-1 | NR2E3 ag-2 | HIF-2a block
CN1Cc2c(N3CCOCC3)nc3sc(C(=O)c4ccc(Br)cc4)c(N)c3c2CC1(C)C | -28.7 | -8.5 | . | 80.0* | . | -4.7 | -2.4 | -3.6 | -7.0
CC(=O)Nc1ccc(NC2=Nc3ccccc3N3C2=Nc2c(c(C)nn2-c2ccccc2)C3c2ccccc2)cc1 (stereo not drawn) | -6.9 | -7.6 | 13.5 | 89.9* | 78.6* | 14.0 | -1.1 | -2.0 | -11.8
COc1ccc(C(=O)O/N=C(\N)c2ccccn2)cc1 | -4.5 | 3.1 | 61.6 | 98.8* | 80.5* | -0.7 | -2.2 | -82.8 | 16.7
